Source: PubChem
HTR5A inv ctr: counter-screen for OPRM1-OPRD1 inverse agonists: human HTR5A inverse agonism; 0.083% of 340,000 active; AID 504634; HTR5A cell line, luminescence; inhibition, % at 9.3 µM; P47898; in the data active means inhibition mostly above about 23%, no sharp cut-off; inactive means mostly below about 18%;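 further: 0% = cells with DMSO and 100% = no-cell wells with DMSO; some compounds called inactive have numbers as strong as hits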
OPRM1-OPRD1 inv: inverse agonists of human mu-delta opioid receptor heterodimerization | P35372+P41143 | cell-based MOR-DOR heterodimer luminescence, inverse agonism | inhibition, % at 9.3 µM | 0.21% of 340,000 active | AID 504357; in the data active means inhibition above about 22%, passing the limit was not always enough;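 further: 0% = cells with DMSO and 100% = wells without cells with DMSO; values of inactives mirror those of a sister screen read the other way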
Ecoli viability: bacterial growth inhibition, counter-screen for AddAB inhibitors; E. coli V3065 growth, OD600 absorbance, 18 h; inhibition, % at 11.9 µM; 0.27% of 330,000 active; AID 449728;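 active means inhibition above the campaign's mean inhibition across all tested compounds plus 3 SD, cut at about 9.9% in these data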;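 further: uninfected addAB+ strain grown without phage in ampicillin broth; 0% = DMSO wells and 100% = ciprofloxacin 0.95 µg/ml wells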
DSG3 Ab inh: inhibitors of pemphigus antibody binding to human desmoglein-3. P32926. DSG3-coupled beads, scFv-anti-DSG3-GFP binding, flow cytometry; stronger effect = lower value. binding (percent of control), % at 10 µM. 0.48% of 310,000 active;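 active means binding more than 3 SD below its plate's average and above zero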;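 further: hits lower antibody fragment binding to DSG3; some compounds called inactive have numbers as strong as hits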
Target sequence (P32926 whole entry, looked up, the tested form may be a part): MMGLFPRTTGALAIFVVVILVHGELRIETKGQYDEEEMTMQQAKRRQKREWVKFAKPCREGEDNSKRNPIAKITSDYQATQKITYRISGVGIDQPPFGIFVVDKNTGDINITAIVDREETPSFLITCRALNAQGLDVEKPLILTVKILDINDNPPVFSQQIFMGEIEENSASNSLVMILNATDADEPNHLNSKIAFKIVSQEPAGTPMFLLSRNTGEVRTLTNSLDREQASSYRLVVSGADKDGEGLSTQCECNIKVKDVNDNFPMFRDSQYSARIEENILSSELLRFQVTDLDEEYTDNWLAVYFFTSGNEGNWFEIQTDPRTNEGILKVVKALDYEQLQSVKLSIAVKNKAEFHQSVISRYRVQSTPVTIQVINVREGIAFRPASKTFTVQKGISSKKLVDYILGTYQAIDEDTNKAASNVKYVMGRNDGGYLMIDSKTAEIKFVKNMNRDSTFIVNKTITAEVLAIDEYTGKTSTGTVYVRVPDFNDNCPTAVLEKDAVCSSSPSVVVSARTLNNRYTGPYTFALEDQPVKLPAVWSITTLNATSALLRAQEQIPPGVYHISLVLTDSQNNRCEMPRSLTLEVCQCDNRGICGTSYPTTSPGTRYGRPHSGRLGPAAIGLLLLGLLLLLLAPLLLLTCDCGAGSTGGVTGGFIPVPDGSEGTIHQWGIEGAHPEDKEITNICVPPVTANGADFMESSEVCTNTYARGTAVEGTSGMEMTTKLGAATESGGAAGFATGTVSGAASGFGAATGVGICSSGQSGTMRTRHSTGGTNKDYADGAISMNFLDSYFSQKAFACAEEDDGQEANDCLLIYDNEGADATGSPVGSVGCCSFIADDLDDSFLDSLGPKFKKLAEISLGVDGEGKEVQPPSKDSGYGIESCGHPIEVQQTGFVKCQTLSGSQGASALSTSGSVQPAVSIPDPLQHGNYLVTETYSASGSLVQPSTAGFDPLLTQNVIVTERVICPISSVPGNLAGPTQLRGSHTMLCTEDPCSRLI
AddAB inh: less growth of phage-infected E. coli with AddAB. inhibition, % at 11.9 µM. AID 435030. E. coli expressing H. pylori AddAB, absorbance growth. 0.29% of 330,000 active; in the data active means inhibition above about 12%;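 further: 0% = vehicle wells of infected cells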
OPRM1-OPRD1 ag: OPRM1-OPRD1 heterodimerization agonism; P35372+P41143; cells, luminescence; activation, % at 9.3 µM; 0.3% of 340,000 active; AID 504326; in the data active means activation above about 18%;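 further: 0% = vehicle-treated cells and 100% = reference agonist; values of inactives mirror those of a sister screen read the other way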
phage Ecoli inh: E. coli growth loss with phage present | inhibition, % at 11.9 µM | growth absorbance | 0.26% of 360,000 active; in the data active means inhibition above about 11%
PKA-R1A act: activates the PKA-R1A holoenzyme complex. P00514+P68181. PKA-R1A dissociation, Cy5-IP20 fluorescence polarization; scaled: DMSO 0%, 113 µM cGMP 100%. activation, % at 11.4 µM. 0.083% of 340,000 active. AID 504707;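 active means percent activation above the mean of all tested compounds plus 3 SD, cut at about 19% in these data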;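 further: higher means more PKAc released from R1A so a rise in polarization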
Mot1-301 SUMO: SUMOylation pathway inhibition by Mot1-301 growth rescue. growth rescue, % at 18.8 µM. 1% of 320,000 active. S. cerevisiae Mot1-301 growth rescue, ATP luminescence, 38.5C; percent above DMSO median, 100 means doubled;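 active means every valid replicate shows activation above 250% relative to neutral control wells; inactive means the rest, any valid replicate at or below 250%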;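 further: OY570 slx delta 5 strain wells were the positive control but not used for scaling; some compounds called inactive have numbers as strong as hits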
PfHsp90 yeast 2: reduces growth (ATP signal) of yeast expressing P. falciparum Hsp90; S. cerevisiae expressing PfHsp90, BacTiter-Glo ATP, 48 h; yeast lacking PDR1 and PDR3 efflux regulators; inhibition, % at 9.4 µM; 0.32% of 310,000 active;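 active means every replicate shows inhibition above about 80%, whatever the replicate mean, limit read from the data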;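 further: 0% = DMSO neutral controls and 100% = 20 µM radicicol positive controls; yeast relying on Plasmodium falciparum Hsp90 in place of its own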
HTR5A ag: HTR5A agonism, opioid heterodimer counter-screen; P47898; HTR5A agonist assay, luminescence, cell-based; activation, % at 9.3 µM; 0.61% of 340,000 active; AID 504692; in the data active means activation mostly above about 9.5%, no sharp cut-off; inactive means mostly below about 7.6%;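 further: 0% = cells with vehicle only and 100% = reference agonist; strong numbers were not always called active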
Numbers without * were called inactive; x = no result given.

SMILES | HTR5A inv ctr | OPRM1-OPRD1 inv | Ecoli viability | DSG3 Ab inh | AddAB inh | OPRM1-OPRD1 ag | phage Ecoli inh | PKA-R1A act | Mot1-301 SUMO | PfHsp90 yeast 2 | HTR5A ag
CCCn1cc(NC(=O)C2CC(c3cccc(Br)c3)=NO2)cn1 (configuration not stated) | 5 | 1 | 0.4 | 101 | 0.0 | -0.2 | 0.2 | -14 | 10 | -14 | -3
O=C(Nc1cccc(F)c1)C1CCN(C(=O)c2ccc(Cl)cc2)CC1 | -2 | 8 | 1.9 | 102 | -0.3 | -1.4 | 2.9 | -7 | 3 | -1 | 1
CCCC(=O)NC1=C(C#N)C2(CCCC2)Cc2ccccc21 | -26 | 1 | 1.7 | x | 1.6 | -0.3 | -0.6 | -10 | -7 | 16 | 11*
COc1ccc(OC)c(/C=C2\SC(=S)N(C(C(=O)O)c3ccccc3)C2=O)c1 (configuration not stated) | 2 | 17 | 2.0 | 88 | -2.1 | -3.2 | -1.3 | -20 | -7 | 8 | -1
CCOc1ccc(C(=O)N[C@H](C(=O)Nc2ccc(S(=O)(=O)Nc3nccs3)cc2)C(C)C)cc1 | 1 | 1 | -0.9 | 104 | 1.8 | -0.2 | 1.6 | -14 | 19 | x | 0
CC(=O)Nc1cc2c(cc1NC(=O)Cn1nc(-c3ccc4c(c3)OCCO4)ccc1=O)OCCO2 | 2 | -3 | 0.8 | 100 | 2.2 | 0.7 | 2.2 | -12 | 11 | -3 | -3
COC(=O)CCCC1=CC2=CC(=O)C(C)(OC(=O)C3CCCC3)C(=O)C2=CO1 (configuration not stated) | -3 | -6 | -1.6 | 92 | 0.0 | 1.1 | x | -1 | -8 | -13 | -1
CCN(CC)C(C(=O)Nc1ccc2c(c1)OCO2)c1ccccc1 (configuration not stated) | 1 | 17 | 2.4 | x | 4.3 | -3.5 | 1.7 | -7 | -9 | -2 | 7
Cc1ccc(SCC(=O)NCCN2C(=O)CSC2=O)cc1C | -10 | 8 | -2.7 | 96 | 1.0 | -1.7 | 1.2 | -8 | -23 | -11 | 1
CCC(CO)Oc1cc(NCc2ccc(Cl)cc2)c2ncn(C(C)C)c2c1 (configuration not stated) | 3 | 8 | -0.7 | 109 | 0.6 | -1.4 | 1.6 | 3 | -1 | -4 | 3
CCCCCn1c(N2CCC(Cc3ccccc3)CC2)nc2c1c(=O)[nH]c(=O)n2C | 10 | -90 | -0.8 | 102 | 1.8 | 16 | x | -6 | -18 | -99 | -4
O=c1c(Cc2ccc(F)cc2)c(O)ccn1C1CC1 | -1 | 17 | -0.6 | 103 | 3.2 | -3.3 | 1.3 | -5 | 13 | -5 | 0

Entries from the list above that contain a halogen:
SMILES | HTR5A inv ctr | OPRM1-OPRD1 inv | Ecoli viability | DSG3 Ab inh | AddAB inh | OPRM1-OPRD1 ag | phage Ecoli inh | PKA-R1A act | Mot1-301 SUMO | PfHsp90 yeast 2 | HTR5A ag
CCCn1cc(NC(=O)C2CC(c3cccc(Br)c3)=NO2)cn1 (configuration not stated) | 5 | 1 | 0.4 | 101 | 0.0 | -0.2 | 0.2 | -14 | 10 | -14 | -3
O=C(Nc1cccc(F)c1)C1CCN(C(=O)c2ccc(Cl)cc2)CC1 | -2 | 8 | 1.9 | 102 | -0.3 | -1.4 | 2.9 | -7 | 3 | -1 | 1
CCC(CO)Oc1cc(NCc2ccc(Cl)cc2)c2ncn(C(C)C)c2c1 (configuration not stated) | 3 | 8 | -0.7 | 109 | 0.6 | -1.4 | 1.6 | 3 | -1 | -4 | 3
O=c1c(Cc2ccc(F)cc2)c(O)ccn1C1CC1 | -1 | 17 | -0.6 | 103 | 3.2 | -3.3 | 1.3 | -5 | 13 | -5 | 0

The listing continues:
SMILES | HTR5A inv ctr | OPRM1-OPRD1 inv | Ecoli viability | DSG3 Ab inh | AddAB inh | OPRM1-OPRD1 ag | phage Ecoli inh | PKA-R1A act | Mot1-301 SUMO | PfHsp90 yeast 2 | HTR5A ag
CC(=O)N1CC=CC1(C)C(=O)NCc1cc(F)cc(C(F)(F)F)c1 (configuration not stated) | -15 | 10 | 0.2 | 97 | 1.0 | -1.7 | 2.7 | 0 | -1 | -8 | 5
Cc1oc(-c2ccc(Cl)cc2)cc1-c1nn2c(-c3ccoc3C)nnc2s1 | 17 | -2 | -1.9 | 100 | -0.5 | 0.3 | 4.3 | -7 | -5 | -22 | 0
CN(C)CCN(C(=O)c1ccc(S(=O)(=O)N2CCCC2)cc1)c1nc2ccc(Br)cc2s1 | -18 | -5 | 2.5 | 121 | 1.6 | 0.9 | 2.3 | -4 | 43 | -28 | 5
CCOC(=O)C1(Cc2cccc(OC)c2)CCN(C/C=C/c2ccc(OC)cc2)CC1 | -17 | -47 | -0.4 | 107 | 1.0 | 10 | 5.9 | -5 | 7 | 1 | 6
CC(CS(=O)(=O)c1ccc2c(c1)NC(=O)CS2)C(=O)NCc1ccccc1Cl (configuration not stated) | -15 | -2 | -2.4 | 93 | 4.0 | 0.4 | 1.3 | -15 | 139 | 1 | 4
Cc1n[nH]c(=O)nc1NCc1ccc(Cl)cc1 | -27 | -1 | -2.4 | 112 | -0.9 | 0.2 | 0.7 | -1 | 627* | -7 | -1
O=C(Nc1ccc(OC(F)(F)F)cc1)c1ccc2ccccc2n1 | -1 | -3 | -1.2 | 94 | 1.7 | 0.5 | 1.4 | -7 | 645* | -21 | 0
COc1ccc2oc(=O)c(C(=O)O)cc2c1 | -6 | 19 | 0.3 | 97 | 1.8 | -3.5 | -0.1 | -15 | -1 | 26 | 6
O=C(Cn1nc(-c2ccccc2)ccc1=O)NCCN1CCN(Cc2ccccc2)CC1 | -14 | 15 | -1.9 | 99 | 3.8 | -2.6 | 1.1 | -2 | 11 | 30 | 8
Cc1ccc(C2CC(=O)NC(SCc3ccccc3)=C2C#N)cc1 (configuration not stated) | 0 | 6 | 1.9 | x | 0.1 | -0.9 | 0.8 | 6 | -7 | 8 | -1
CC(Oc1ccc(Cl)cc1)C(=O)NCCN1C(=O)S/C(=C\c2cccnc2)C1=O (configuration not stated) | -12 | -2 | -1.4 | 103 | 1.2 | 0.5 | 1.6 | -3 | x | -18 | 5
Cc1c(C(=O)NCc2ccc3c(c2)OCO3)sc2nc(-c3ccc(F)cc3)cn12 | -29 | -4 | -0.6 | 91 | -2.0 | 0.7 | 0.5 | 1 | -5 | 39 | 9
COc1ccc2nc(N3C(=O)CC(C(C)c4ccccc4)C3=O)sc2c1 (configuration not stated) | -8 | -4 | 0.3 | 100 | 0.9 | 0.6 | 4.6 | -12 | -7 | -34 | 2
OCCNCC(O)CN1c2ccccc2Sc2ccccc21 (configuration not stated) | 2 | 14 | x | 99 | x | -2.9 | 3.0 | -4 | -9 | 7 | 0
O=C(O)c1ccc2c(c1)S(=O)(=O)N=C1CCCCCN12 | -5 | 12 | -1.8 | 98 | 2.9 | -2.5 | 5.4 | -20 | 0 | -4 | 2
CCCOc1nnnn1-c1ccccc1 | 13 | 1 | 1.6 | x | 0.7 | -0.1 | 1.9 | 3 | -3 | x | -5
Cn1c(-c2ccc(CN3CCCCC3)o2)nc2ccccc21 | 7 | 14 | -1.6 | 116 | 5.6 | -3.0 | 2.4 | -7 | -5 | -2 | 5
CC(C)(C)n1cn[nH]c1=S | 4 | -6 | -0.8 | 120 | 3.0 | 1.3 | 3.3 | -2 | 77 | -6 | 4
CS(=O)(=O)N1CCN(c2ccccc2NC(=O)c2cccnc2)CC1 | -29 | 12 | -0.3 | 104 | 2.4 | -2.1 | 3.1 | -5 | 99 | 2 | -2
COc1cc(C)c(Cl)cc1S(=O)(=O)N1CCCC1 | x | x | -0.9 | x | -0.9 | x | 3.1 | x | -6 | 1 | x
CCN1CCc2c(OCC(=O)Nc3ccc(C)cc3)cccc2C1=O | -30 | 12 | 0.2 | x | 2.0 | -2.2 | 0.7 | 0 | -21 | 1 | 4
Cc1cc(NC(=O)COC(=O)[C@@H](NS(=O)(=O)c2ccc(Br)cc2)C(C)C)no1 | -19 | 1 | -0.9 | 88 | 0.6 | -0.1 | -0.8 | -4 | 38 | 6 | 6
COC(=O)c1cc(=O)n(-c2ccc(F)cc2)c(=Nc2ccc(F)cc2)s1 | -17 | -12 | -2.2 | 127 | -1.8 | 2.0 | 1.3 | -4 | -16 | 125* | 2
CCn1c(=O)c(C(=O)NNC(=O)c2ccccc2Cl)c(O)c2ccccc21 | -7 | 12 | 3.9 | 103 | 8.7 | -2.2 | 2.9 | -11 | -7 | -48 | 3
NC(=O)c1cc(C(=O)c2ccc(Cl)cc2Cl)c[nH]1 | 3 | 10 | 1.0 | 103 | 3.2 | -1.9 | 2.1 | 1 | -1 | -16 | -1
COC(=O)c1c(NC(=O)c2ccccc2[N+](=O)[O-])sc2c1CC(C)(C)NC2(C)C | -3 | 0 | -2.0 | x | 0.6 | 0.1 | 2.0 | -11 | 3 | 2 | -1
COc1ccccc1C(=O)NNC(=O)c1ccc(NC(=O)c2ccccc2)cc1 | 22 | 16 | 4.7 | 100 | 2.8 | -3.1 | 2.3 | -9 | -5 | 16 | 1
CC(C)Cc1nnc(NC(=O)Cc2ccc([N+](=O)[O-])cc2)s1 | -6 | -6 | -2.9 | 109 | 1.5 | 1.1 | 3.5 | -6 | -5 | 13 | 3
COCc1nnc(NC(=O)CC(c2ccccc2)c2ccccc2)s1 | -27 | 3 | 0.7 | 95 | -0.8 | -0.5 | 0.7 | 5 | 4 | 26 | 10
COc1ccc(-c2csc(NC(=S)NC(=O)c3ccccc3)n2)cc1Br | x | x | -0.9 | 102 | -3.0 | x | 0.7 | x | 4 | x | x
CCC(=O)c1ccc(OCC(=O)OCC(=O)Nc2sccc2C(N)=O)cc1 | 29 | -7 | 1.4 | 97 | 0.8 | 1.5 | 2.4 | 10 | -3 | -34 | -1
CCn1c2ccccc2c2nnc(SCC(=O)N(C)C3CCS(=O)(=O)C3)nc21 (configuration not stated) | -24 | 16 | -1.0 | 99 | 2.6 | -3.1 | 4.3 | 2 | 137 | -15 | -3
CCOC(=O)C1=C(c2ccccc2)Nc2ncnn2C1c1ccc(OC)c(OC)c1OC (configuration not stated) | 4 | 8 | 1.3 | 88 | 1.5 | -1.5 | -0.3 | -5 | 5 | -7 | -2
COc1ccc(C(=O)Nc2nc(N3C(=O)c4ccccc4C3=O)n(-c3ccccc3)n2)cc1 | -23 | 10 | 0.1 | 65 | 1.5 | -1.9 | 0.9 | 4 | 3 | 1 | 2

Sorted by number of heavy atoms (smallest number first): some entries from above.
SMILES | HTR5A inv ctr | OPRM1-OPRD1 inv | Ecoli viability | DSG3 Ab inh | AddAB inh | OPRM1-OPRD1 ag | phage Ecoli inh | PKA-R1A act | Mot1-301 SUMO | PfHsp90 yeast 2 | HTR5A ag
Cc1ccc(C2CC(=O)NC(SCc3ccccc3)=C2C#N)cc1 (configuration not stated) | 0 | 6 | 1.9 | x | 0.1 | -0.9 | 0.8 | 6 | -7 | 8 | -1
CS(=O)(=O)N1CCN(c2ccccc2NC(=O)c2cccnc2)CC1 | -29 | 12 | -0.3 | 104 | 2.4 | -2.1 | 3.1 | -5 | 99 | 2 | -2
COc1ccccc1C(=O)NNC(=O)c1ccc(NC(=O)c2ccccc2)cc1 | 22 | 16 | 4.7 | 100 | 2.8 | -3.1 | 2.3 | -9 | -5 | 16 | 1

Rows were taken by chance; overall some 3.2% were active at least once.
